# Bioassay records: PubChem, National Center for Advancing Translational Sciences (NCATS)
# FUS yeast rescue: rescues growth of FUS-expressing yeast. S. cerevisiae FUS-expressing, growth rescue, OD600, 24 h. Potency, µM (highest dose often 76.6 µM), for the others: top-dose growth rescue (activation), usual class: activators. hit rate 0.24% among 390,000. AID 1347120;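 also: potency is read from the fitted curve at half-maximal effect; plate controls were DMSO vehicle for no effect and reference control for full effect; nearly all actives have a fitted effect of over 55% in size; some results filed as inactive show a strong effect at the top dose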
#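 Cultures pregrown in 2.5% raffinose medium are shifted to minimal medium containing 2% galactose to express toxic FUS. Compounds are tested at several concentrations. After 24hr at 30C, growth is quantified at 600 nm absorbance.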
# EPAC2 agonist: EPAC2 (human) agonism; Potency, µM (top dose mostly 154 µM), for the others: at the highest dose activation, usual class: activators; AID 720711; hit rate 0.079% among 360,000; Q8WZA2; EPAC2 activation, biochemical qHTS; response scale: 100% = 6.5 mM cAMP response; also: potency is read from the fitted curve at half-maximal effect; nearly all actives have a fitted effect of over 50% in size
# Target sequence (Q8WZA2 whole entry, looked up): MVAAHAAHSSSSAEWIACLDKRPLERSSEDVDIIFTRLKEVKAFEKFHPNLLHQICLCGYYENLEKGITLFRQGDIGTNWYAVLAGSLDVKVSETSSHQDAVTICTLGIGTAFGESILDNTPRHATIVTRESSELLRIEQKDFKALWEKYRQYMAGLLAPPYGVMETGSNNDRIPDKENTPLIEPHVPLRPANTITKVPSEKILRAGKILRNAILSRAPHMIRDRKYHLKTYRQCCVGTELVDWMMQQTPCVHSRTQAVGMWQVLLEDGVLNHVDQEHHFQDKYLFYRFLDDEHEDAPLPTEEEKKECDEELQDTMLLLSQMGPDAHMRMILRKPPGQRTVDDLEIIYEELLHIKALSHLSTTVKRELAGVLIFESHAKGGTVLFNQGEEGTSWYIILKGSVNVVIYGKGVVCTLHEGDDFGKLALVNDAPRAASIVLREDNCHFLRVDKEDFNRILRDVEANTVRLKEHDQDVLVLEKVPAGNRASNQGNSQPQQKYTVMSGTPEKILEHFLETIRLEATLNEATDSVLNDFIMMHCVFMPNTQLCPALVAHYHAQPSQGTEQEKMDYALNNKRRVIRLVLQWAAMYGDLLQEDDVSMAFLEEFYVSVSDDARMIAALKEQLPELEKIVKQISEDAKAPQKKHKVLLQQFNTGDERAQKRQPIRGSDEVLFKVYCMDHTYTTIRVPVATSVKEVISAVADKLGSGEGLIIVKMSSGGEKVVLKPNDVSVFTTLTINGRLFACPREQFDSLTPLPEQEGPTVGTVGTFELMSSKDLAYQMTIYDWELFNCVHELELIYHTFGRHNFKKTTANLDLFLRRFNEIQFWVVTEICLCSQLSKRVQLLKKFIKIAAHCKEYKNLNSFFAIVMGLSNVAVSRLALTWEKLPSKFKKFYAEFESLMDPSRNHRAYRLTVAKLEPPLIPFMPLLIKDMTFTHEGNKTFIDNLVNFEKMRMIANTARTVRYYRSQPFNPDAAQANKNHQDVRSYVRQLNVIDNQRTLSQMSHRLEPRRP
#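 EPAC2 (100 nM) mixed with Rap1B loaded with BODIPY-GDP (250 nM) plus 50 uM unlabeled GDP; compounds pinned in, 5 min RT, then read every 5 min for 30 min (ex 480, em 540 nm). Normalized to cAMP control.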
# Abeta rescue: A-beta toxicity reversal in yeast | yeast expressing A-beta42, growth rescue, OD600, 48 h; response scale: 0% DMSO, 100% iron-clioquinol control | Potency, µM (top dose mostly 46.1 µM), for inactives: at the highest dose growth rescue, actives largely listed as activators | hit rate 0.063% among 410,000 | AID 1347071; also: potency is read from the fitted curve at half-maximal effect; nearly all actives have a fitted effect of over 55% in size
#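 Yeast A-beta toxicity model in growth medium with pinned compounds, 48 h at 30 C; growth read as absorbance at 600 nm. Normalized to FeCl3/clioquinol equimolar mix (positive) and DMSO (negative).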
# DRD3 agonist: activates the human D3 dopamine receptor; D3R DiscoveRx beta-arrestin cells, luminescence, 90 min; max activation, %; hit rate 0.58% among 410,000; AID 652048; in the data active = max activation above about 30%; also: 0% is about no effect; mostly tested at two doses, the higher about 12 µM
#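 Agonist mode: compounds and dopamine controls were applied to plated cells for 90 min at 37 degrees C after an overnight attachment at 1500 cells/well. Luminescent read-out followed 30 - 60 minutes at room temperature with DiscoveRx detection reagent.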
# DRD3 antagonist: antagonists of human D3 dopamine receptor; P35462; D3R cells, DiscoveRx beta-arrestin luminescence, antagonist mode; stronger effect = lower value; max response, negative = inhibition, %; hit rate 2.5% among 360,000; in the data active = max response below about -50%; inconclusive = no clear call, values can overlap the other calls; also: % is scaled to controls: 0 for no effect and ±100 for the full control effect; mostly tested at two doses, the higher about 12 µM
#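 Cells expressing the human receptor were seeded at 1500 cells/well, incubated overnight at 37 degrees C in 5% CO2, then exposed to library compounds with dopamine controls for 90 minutes at 37 degrees C before luminescent detection.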
# TDP43 rescue: rescues yeast growth from TDP-43 toxicity; Potency, µM (highest dose often 46.1 µM), for the others: top-dose growth rescue (activation), actives largely listed as activators; AID 652104; TDP-43 expressing yeast growth rescue, BacTiter-Glo, 24 h; hit rate 1.8% among 410,000; also: potency is read from the fitted curve at half-maximal effect; % of control where 0% means no effect; nearly all actives have a fitted effect of over 50% in size
#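 In this qHTS, compounds that restore growth of yeast expressing TDP-43 appear as activators. Cells (OD600=0.02, galactose medium, raffinose-pregrown) are incubated with compound 24 hr at 30 deg C and growth is quantified by BacTiter-Glo.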
# aSyn yeast inh: inhibitors of alpha-synuclein toxicity in yeast; AID 652106; Yeast expressing alpha-synuclein, growth rescue, BacTiter-Glo, 24 h; Potency, µM (top dose mostly 46.1 µM), inactives show top-dose growth rescue (activation), usual class: activators; hit rate 0.14% among 370,000; also: potency is read from the fitted curve at half-maximal effect; % of control where 0% means no effect; nearly all actives have a fitted effect of over 65% in size
#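 Screening used galactose-induced yeast with toxic alpha-synuclein levels, exposed to compound for 24 hr at 30 deg C. Cell growth, read with BacTiter-Glo luminescence, gave the measured signal.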
# EPAC2 antag: EPAC2 (human) antagonism; Potency, µM (top dose mostly 114 µM), without a hit: at the highest dose activity, negative = inhibition, most hits filed as inhibitors; hit rate 0.18% among 360,000; AID 720708; EPAC2 GEF exchange of Rap1B-BODIPY-GDP, fluorescence; Q8WZA2; also: potency is read from the fitted curve at half-maximal effect; % is scaled to controls: 0 for no effect and ±100 for the full control effect; nearly all actives have a fitted effect of over 45% in size; many of its hits are not listed in these tables
# The depositor's hits bear a star; ? = inconclusive; / = not tested or not shown; [ ] = another dose, or the depositor's remark. Unless noted, calls follow the shape of the dose curve; as a rule, active = well fitted curve in the direction sought with a large enough effect; inconclusive = small, poorly fitted or top-dose-only effect, or another doubt; inactive = no such curve, though single readings can be large; an effect the other way counts as inactive or inconclusive. A portion of the library (hit frequency here may not be typical).
SMILES,FUS yeast rescue,EPAC2 agonist,Abeta rescue,DRD3 agonist,DRD3 antagonist,TDP43 rescue,aSyn yeast inh,EPAC2 antag
COc1ccc(C(=O)c2c[nH]cc2-c2ccccc2)cc1,2%,-2%,2%,5,2,-2%,-2%,11%
CCCCCCC(=O)Nc1nc(C)c(-c2csc(Nc3cc(OC)ccc3OC)n2)s1,?,-5%,-16%,0,-5,22%,0%,21%
O=C(O)C1C2CC2CN1C(=O)c1ccc(Cl)cc1 (stereo unspecified),-9%,-1%,-17%,2,0,-17%[9.22 µM],-9%,7%
Cc1cc(C)n2nc(SCc3nc4ccccc4[nH]3)nc2n1,-22%,12%,-2%,4,5,-2%,6%,8%
CCCc1nc(N)c(C#N)c(N)c1C#N,-7%,9%,10%,5,6,-4%,-2%,-9%
CC(C)(C)OC(=O)NCCCC(CCCNC(=O)OC(C)(C)C)C(=O)O,34%,2%,-15%,-1,7,1%,8%,20%
CN1OC[C@@H]2CN(C(=O)c3ccco3)[C@H](c3ccc(-c4ccc(C#N)cc4)cc3)C[C@@H]21,?,4%,-1%,-4,0,4%,-3%,5%
COc1cc2nc(CN3CCN(S(=O)(=O)c4ccccc4)CC3)[nH]c(=O)c2cc1OC,9%,-9%,-8%,4,16,-2%,2%,2%
CCCCOC(=O)/C(=C/c1cn(C)c2ccccc12)NC(=O)c1ccc(OC)cc1,8%,-4%,-10%,-10,17,23%,0%,7%
COc1ccc(N2C(=O)CCC(C(=O)NCCCN3CCC(C)CC3)C2c2ccc(OC)c(OC)c2)cc1 (stereo unspecified),9%,3%,3%,-8,33,/,-4%,-4%
COc1cc(C(C(=O)NC(C)(C)C)N(C(=O)CNC(=O)c2cccs2)c2cccnc2)cc(OC)c1OC (stereo unspecified),6%,6%,-3%,13,-10,5%,-1%,4%
CCOCCCNC(=O)c1c[nH]c2ccc(C)cc2c1=O,-15%,-11%,6%,26,22,-13%,-1%,4%
COc1ccc(-n2c(=O)[nH]cc(C(=O)N3CCCc4ccccc43)c2=O)cc1,14%,-1%,23%,-6,8,-7%,-6%,12%
COc1ccc(C2C(C(=O)c3cccs3)=C(O)C(=O)N2c2nnc(C)s2)cc1OC (stereo unspecified),11%,21%,-5%,2,-10,-2%,0%,53%[activator]
CCOc1ccc(Nc2nnc(SCc3nc4ccccc4c(=O)[nH]3)s2)cc1,9%,-5%,9%,-16,-62*,11%,-2%,-3%
Cc1ccc(-c2nnc(SCc3ccccc3C)o2)cc1,-6%,/,-3%,7,/,14%,/,/
Cc1ccc(Nc2cc(-n3nc(C)cc3C)ncn2)c(C)c1,75%,2%,-9%,-1,8,-11%,-7%,11%
CC12CCC(C(=O)N3CCC(Cc4ccccc4)CC3)(C(=O)C1=O)C2(C)C (stereo unspecified),26%,10%,5%,-6,-11,-22%,-10%,-14%
CCCCn1nc(NC(=O)c2cccs2)c2cc3ccccc3nc21,22%,4%,-8%,-6,11,?,-3%,10%
CCCCc1ccc(NC(=O)Nc2cccnc2)cc1,15%,-2%,-18%,6,5,-11%,-11%,-28%
COc1ccc(NC(=O)COC(=O)C2CCCN2C(=O)OC(C)(C)C)cc1Cl (stereo unspecified),-23%,2%,2%,1,0,22%,12%,-17%
Clc1ccccc1-c1cc2nc(NCc3ccco3)ccn2n1,45%,10%,9%,4,24,?,-7%,-12%
O=C(Cn1nc(Cc2cccnc2)c2ccccc2c1=O)N1CCN(c2ccccn2)CC1,-10%,10%,-12%,-10,-23,-5%,-2%,0%
CC(C)CNC(=O)COC(=O)c1ccc2c(c1)C(=O)N(Cc1ccco1)C2=O,14%,3%,1%,4,-9,-26%,-6%,-8%
Cc1ccc(NC(=O)c2ccc(OC(=S)N3CCOCC3)cc2)cc1,7%,-10%,17%,0,21,19%,1%,7%
COc1cc(NC(=O)c2cc([N+](=O)[O-])ccc2NC(=O)CNCc2ccccn2)cc(OC)c1,37%,14%,-7%,34*,19,-8%,2%,3%
Cc1ccc(NC(=O)CS(=O)(=O)c2c[nH]c3ccccc23)c(C)c1,3%,3%,-1%,-4,-1,-14%,-1%,3%
O=[N+]([O-])c1ncccc1OCc1ccc(Br)cc1F,-12%,7%,-1%,0,-2,-9%,-3%,2%
O=C(N/C(=C\c1cccs1)C(=O)N1CCCCCC1)c1ccccc1,3%,11%,11%,5,-11,-23%,-1%,3%
CCN(CC(=O)Nc1cc(Cl)ccc1C)C(=O)C1CCCCC1,13%,1%,4%,1,1,14%,0%,-2%
N#Cc1ccc(S(=O)(=O)N2CCN(C(=O)C3CC(=O)N(c4ccc5c(c4)OCCO5)C3)CC2)cc1 (stereo unspecified),/,8%,-3%,-4,-5,-20%,-2%,-20%
CCOc1cc(CNCCN2CCOCC2)ccc1OCc1ccccc1Cl,11%,10%,1%,-5,-10,12%,3%,10%
Cc1ccccc1NC1(C#N)C(=O)Nc2ccccc21 (stereo unspecified),-14%,6%,11%,-3,-9,2%,2%,-1%
Cn1c(=O)c2c(nc(NCc3ccccc3)n2Cc2ccccc2)n(C)c1=O,9%,/,7%,3,/,?,/,/
COc1ccc(S(=O)(=O)Nc2ccc3c(c2)n(C)c(=O)n3C)cc1,13%,-1%,8%,10,-1,-2%,6%,4%
COCCOc1ccc(C(F)(F)F)cc1NC(=O)c1ccccc1,-1%,-3%,2%,1,15,?,0%,12%
O=C1CCCC/C1=C\Nc1ccc(Cl)cn1,5%,3%,-3%,-3,6,-5%,-13%,9%
Cc1nn(C(=O)COc2ccccc2)c(C)c1Sc1ccccc1,-21%,/,13%,-2,/,?,/,/
COCCCn1c(SCC(=O)N2CCOCC2)nc2cc(Cl)ccc2c1=O,3%,7%,2%,1,-19,-3%,7%,-5%
CN(C(=O)COC(=O)c1cc2c(s1)CCCCC2)c1ccccc1,19%,9%,18%,-10,-6,-29%,3%,-12%
O=C(c1ccc([N+](=O)[O-])cc1)N1CCSC1c1ccc(Br)cc1 (stereo unspecified),16%,6%,-19%,-5,-4,?,16%,-3%
CN(CC(=O)Nc1ccc2c(c1)OCCO2)CC(=O)Nc1ccc(F)c(F)c1F,-2%,-9%,2%,1,-5,-13%,5%,11%
O=c1c2ccccc2oc2cc(OCc3cccc(F)c3)cc(O)c12,32%,1%,-5%,7,-3,-8%,-3%,-26%
COc1ccc2[nH]cc(CCNC(=O)/C=C/[C@H]3O[C@@H](n4cnc5c(NC(=O)c6ccccc6)ncnc54)[C@H](O)[C@@H]3O)c2c1,29%,4%,-5%,6,20,23%,1%,7%
Cc1cc([N+](=O)[O-])ccc1NC(=O)CN1C2CCC1CC(NC(=O)NC13CC4CC(CC(C4)C1)C3)C2 (stereo unspecified),10%,-5%,3%,-12,-29,3%,1%,0%

# A draw from above in order of length of the SMILES, descending:
SMILES,FUS yeast rescue,EPAC2 agonist,Abeta rescue,DRD3 agonist,DRD3 antagonist,TDP43 rescue,aSyn yeast inh,EPAC2 antag
Cc1cc([N+](=O)[O-])ccc1NC(=O)CN1C2CCC1CC(NC(=O)NC13CC4CC(CC(C4)C1)C3)C2 (stereo unspecified),10%,-5%,3%,-12,-29,3%,1%,0%
COc1cc(NC(=O)c2cc([N+](=O)[O-])ccc2NC(=O)CNCc2ccccn2)cc(OC)c1,37%,14%,-7%,34*,19,-8%,2%,3%
O=C(c1ccc([N+](=O)[O-])cc1)N1CCSC1c1ccc(Br)cc1 (stereo unspecified),16%,6%,-19%,-5,-4,?,16%,-3%

# The list goes on:
SMILES,FUS yeast rescue,EPAC2 agonist,Abeta rescue,DRD3 agonist,DRD3 antagonist,TDP43 rescue,aSyn yeast inh,EPAC2 antag
O=c1[nH]c(=S)[nH]c2nc(-c3ccccc3)cnc12,9%,-2%,0%,-3,-20,-5%,-1%,4%
COc1ccc(CN(Cc2cccnc2)S(=O)(=O)c2ccc(-n3cnnn3)c(C)c2)cc1OC,1%,9%,1%,-2,8,-5%,4%,-1%
COC(=O)c1cc(S(=O)(=O)NCC2CCN(CCc3ccc(OC)cc3)CC2)cn1C,16%,13%,-12%,-15,?,-5%,0%,2%
CC1(C)CC(=O)C=C(c2n[nH]nc2C2CCCCC2)C1,-2%,-1%,-7%,2,24,1%,14%,-10%
Cc1cccc(N(C(=O)CS(=O)CC(=O)Nc2ccc3c(c2)OCO3)C(C)C(=O)NC2CCCC2)c1C (stereo unspecified),8%,6%,-1%,4,-7,12%,1%,4%
N#CCc1ccc(NC(=O)c2ccc(S(=O)(=O)N3CCCC3)cc2)cc1,20%,10%,4%,0,7,-14%,-4%,1%
CCN(CC)CCCn1c(=S)[nH]c2ncccc2c1=O,0%,7%,3%,-11,-53*,-4%,-12%,-1%
Cn1cccc1CNC(=S)Nc1ccccc1Cl,15%,-2%,-20%,-16,-3,-31%,-1%,-2%
CCOc1ccc(C(=O)NCC(=O)NCC(c2cccs2)N2CCOCC2)cc1 (stereo unspecified),3%,-3%,5%,1,2,-13%,4%,4%
Cc1ccc(C(=O)NCC(=O)OCC(=O)N2CCCc3ccccc32)cc1,/,-12%,17%,3,9,15%,3%,7%
NC(=O)CSc1nnc(C2CC2)n1-c1ccccc1,-4%,9%,10%,5,11,-2%,0%,3%
COc1cc(NC(=O)CCn2c(=S)[nH]c3ccccc3c2=O)cc(OC)c1OC,-1%,10%,-7%,-3,?,1%,-2%,-6%
CC(C)(C)NC(=O)C(c1cc2ccccc2o1)n1c(=O)c(-c2cc3ccccc3[nH]2)nc2ccccc21 (stereo unspecified),?,13%,?,9,27,12%,8.9µM*,6%
Cc1sc2nc3c(C(=O)N4CCCC4)cc(C(=O)c4ccccc4O)cn3c(=O)c2c1C,-2%,-7%,-4%,-11,-10,1%[9.22 µM],-1%,-16%
O=C(CSc1ccc([N+](=O)[O-])cn1)Nc1ccccc1N1CCOCC1,17%,2%,1%,2,12,20%,1%,-26%
O=C(COC(=O)C1CC1)Nc1ccc2[nH]c(=O)[nH]c2c1,-9%,5%,27%,1,12,20%,9%,6%
CCN1CCN(Cc2c(O)ccc3c(C)cc(=O)oc23)CC1,-37%,-3%,-6%,5,13,26%,7%,-5%
COc1ccc(CCNC(=O)CCCCn2c(=O)c3ccccc3n(Cc3ccccc3Cl)c2=O)cc1OC,13%,/,-16%,-18,/,4%,/,/
COc1ccc(-c2c(NC(=O)C(C)C)n(C)c3ccccc3c2=O)cc1,7%,-4%,-7%,-7,-11,-5%,4%,0%
